697 NFkB inh: inhibitors of the PMA/ionomycin-induced NF-kB reporter in 697 B cells; 697 B-cell NF-kB luciferase reporter, 16 h; AID 435022; 330,000 tested, 0.33% active; inhibition, % at 4 µM; in the data active = inhibition above about 35%
Jurkat NFkB inh: inhibitors of the PMA/ionomycin-induced NF-kB reporter in Jurkat cells | AID 435003 | inhibition, % at 4 µM | PMA/ionomycin-induced NF-kB luciferase reporter, luminescence | 330,000 tested, 0.53% active
SENP8 inh: blocks the human protease SENP8. Q96LD8. purified SENP8, Z-RLRGG-aminoluciferin cleavage, luminescence. inhibition, % at 10 µM. 330,000 tested, 1.2% active. AID 2540
Target sequence (Q96LD8 whole entry, looked up): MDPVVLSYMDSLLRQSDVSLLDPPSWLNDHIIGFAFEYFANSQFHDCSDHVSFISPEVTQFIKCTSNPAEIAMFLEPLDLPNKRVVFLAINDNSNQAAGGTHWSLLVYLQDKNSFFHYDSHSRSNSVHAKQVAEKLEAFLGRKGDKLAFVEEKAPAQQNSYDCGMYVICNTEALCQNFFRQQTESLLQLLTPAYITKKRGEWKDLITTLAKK
Gli-Sufu block: blocks Gli-Sufu signaling in a luciferase reporter; AID 588413; 340,000 tested, 0.74% active; Sufu-KO-LIGHT fibroblasts, Gli luciferase reporter luminescence; inhibition, % at 5 µM;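 active = inhibition above about 55%, limit read from the data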;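 note: 0% = DMSO-treated cells and 100% = wells with medium but no cells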
Apaf1 inhib: blocks human Apaf-1 apoptosome activity. 330,000 tested, 0.71% active. reconstituted apoptosome caspase-3 activity, DEVD-Rh110 fluorescence. inhibition, % at 20 µM. O14727; active = inhibition of at least 40% at 20 µM;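 note: plate controls were DMSO wells for no effect and DEVD-CHO caspase inhibitor wells for full effect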
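Material: reconstituted apoptosome with Apaf-1, cytochrome c, caspase-9, procaspase-3, dATP. Technique: Rh110 fluorescence intensity. Buffer or medium: pH 7.5 Hepes buffer with CHAPS, BSA, DTT. Times: 30 min plus 50 min, RT.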
CCR6 antag: CCR6 (human) receptor antagonism | P51684 | CHO-K1 CCR6 PathHunter beta-arrestin, luminescence, CCL20-stimulated | inhibition, % at 20 µM | 340,000 tested, 0.49% active;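 active = compounds whose inhibition of the agonist-driven luminescence signal at 20 µM reaches about 50%, limit read from the data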;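 note: cells stimulated with CCL20 at 14 nM final; plate controls were DMSO with CCL20 for no effect and DMSO without agonist for full effect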
Target sequence (P51684 whole entry, looked up): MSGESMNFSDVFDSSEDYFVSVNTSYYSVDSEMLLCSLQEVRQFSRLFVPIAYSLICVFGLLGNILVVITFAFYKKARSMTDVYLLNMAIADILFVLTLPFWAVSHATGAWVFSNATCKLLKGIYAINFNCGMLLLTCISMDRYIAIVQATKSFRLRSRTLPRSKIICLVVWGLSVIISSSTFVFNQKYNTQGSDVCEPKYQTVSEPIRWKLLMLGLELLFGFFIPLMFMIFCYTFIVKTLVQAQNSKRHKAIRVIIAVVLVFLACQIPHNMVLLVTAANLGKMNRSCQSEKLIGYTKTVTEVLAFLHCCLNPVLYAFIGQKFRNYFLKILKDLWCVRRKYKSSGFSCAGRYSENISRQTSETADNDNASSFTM
EBI2 antag: blocks human EBI2 receptor beta-arrestin signaling; P32249; EBI2 beta-arrestin recruitment, luminescence, 7a,25-OHC stimulated; inhibition, % at 5 µM; 360,000 tested, 0.81% active; AID 651636; in the data active = inhibition above about 38%;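 note: enzyme fragment complementation signal reports receptor beta-arrestin coupling in cells; 0% = agonist plus DMSO wells and 100% = wells without agonist; some results beyond the cut were filed as inactive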
Target sequence (P32249 whole entry, looked up, the tested form may be a part): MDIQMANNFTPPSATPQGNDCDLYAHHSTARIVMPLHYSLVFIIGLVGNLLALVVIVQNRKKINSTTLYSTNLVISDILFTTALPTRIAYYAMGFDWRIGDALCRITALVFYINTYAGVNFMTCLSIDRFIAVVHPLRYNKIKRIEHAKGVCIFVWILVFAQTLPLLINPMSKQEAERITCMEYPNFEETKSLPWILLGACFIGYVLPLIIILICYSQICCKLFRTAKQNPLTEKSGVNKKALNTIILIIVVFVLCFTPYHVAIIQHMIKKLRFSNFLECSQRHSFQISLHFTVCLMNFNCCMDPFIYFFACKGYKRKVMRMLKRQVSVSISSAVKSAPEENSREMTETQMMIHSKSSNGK
UBC13 inh: blocks human UBC13 polyubiquitin chain formation | P61088 | TR-FRET | inhibition, % at 20 µM | 330,000 tested, 0.47% active | AID 485273; in the data active = inhibition above about 45%, passing the limit was not always enough
Numbers without * were called inactive; / = no result given. Cut-off read from the data, not from the text of the source, unless noted: active = inhibition above about 50%; inactive = the rest. Some of the compounds tested (hit frequency here may not be typical).

Results follow in this order: 697 NFkB inh, Jurkat NFkB inh, SENP8 inh, Gli-Sufu block, Apaf1 inhib, CCR6 antag, EBI2 antag, UBC13 inh
> C=CCN(CC=C)C(=O)CN1C(=O)NC(c2ccccc2)(c2ccccc2)C1=O
  5, -2, 5, -7, 8, 19, -2, 0
> CN1CC(=O)NC1=NC(=O)C12CC3CC(CC(C3)C1)C2
  -24, 22, -3, 26, 3, 28, -7, -5
> Cc1cccc(N=C2NC(=O)c3cc([N+](=O)[O-])ccc32)c1
  -8, -20, -2, -5, 3, -17, -1, -20
> C[C@H](CO)N1C[C@H](C)[C@@H](CN(C)Cc2ccncc2)Oc2c(cccc2N(C)C)C1=O
  -3, 3, 4, 7, -6, 7, -7, 11
> Cc1nc2ccc(Cl)cc2c(-c2ccccc2F)c1CC(=O)O
  8, 7, -1, -3, -3, -1, -5, 6
> Cc1ccc(-n2nnc3c(=O)n(CC(=O)NCC4CCCO4)cnc32)cc1 (centres undefined)
  24, -3, -8, -2, -10, -2, -7, -7
> COc1ccc(N(CC(O)Cn2cnc3ccccc32)S(=O)(=O)c2ccc(C)cc2)cc1 (centres undefined)
  -2, 8, -2, 12, 20, 15, 13, 11
> COCCCn1c(SCC(=O)NC2CCCC2)nnc1-c1ccco1
  13, 4, 1, 10, -20, -16, -15, 5
> CCN(CC)CCSc1nnc2c3ccccc3n(Cc3ccccc3)c2n1
  -8, -4, -4, 31, -10, 21, 54*, -3
> O=C(NC(=S)Nc1ccc(N2CCCC2)cc1)c1ccccc1[N+](=O)[O-]
  -45, -63, -7, -30, 8, 11, 1, -4
> COc1cc(/C=C2/C(=O)N(c3ccc(Br)cc3)N=C2C)cc(OC)c1OC
  -4, 5, -9, 6, 94*, 18, 11, -44
> Cc1ccc(C(=O)CCC(=O)Nc2cccc(C)c2)cc1
  5, -10, -17, -14, -7, 9, 4, -2
> COc1ccc(S(=O)(=O)NNc2nc(C)cc(C)n2)cc1Br
  -5, 13, 3, 10, 0, 30, 7, -3
> CC1CCCCC1NC(=O)c1ccco1 (centres undefined)
  17, 3, 11, -10, -3, 15, -9, 2
> CC(C)(C)S(=O)(=O)/C(C#N)=N/Nc1ccc(S(N)(=O)=O)cc1
  -4, -8, -13, -2, 1, 28, -2, -6
> CC1CCN(C(=O)C2CCN(S(=O)(=O)c3cccc4nonc34)CC2)CC1
  0, -4, -7, 12, -20, 8, 2, -3
> CCc1noc(C)c1C(=O)Nc1sc(C(=O)N(C)C)c(C)c1C(=O)OC
  10, 4, -1, 19, 0, -18, -2, 3
> COc1ccc(NC(=O)[C@@H]2[C@@H]3C(=O)N(C4CCCCC4)C(=O)[C@@H]3C3c4ccccc4C=CN32)cc1 (some centres undefined)
  3, -14, 2, 2, 51*, 3, 14, -24
> CCn1c(CC(=O)Nc2ccc(F)cc2)nnc1SCC(=O)NC1CCCC1
  -1, -7, -4, 4, 7, 9, 7, -5
> CC(C)(C)c1ccc(C(=O)Nc2cccc(-n3cnnn3)c2)cc1
  -26, -89, -5, -42, 28, 7, 1, 1
> CCOC(=O)C1=NN(c2ccc(Cl)cc2)C(=O)C1
  19, -65, -15, -3, -9, 4, 12, 0
> COC(=O)N/N=C/c1sc(N2CCCCC2)nc1-c1cccs1
  7, -7, -4, 8, 6, 9, -10, 4
> COC(=O)CCCC1=CC2=C(c3ccccc3)C(=O)C(C)(OC(=O)C3CCCC3)C(=O)C2=CN1C1CCCCC1 (centres undefined)
  9, -8, -14, 12, 27, 17, -3, -23
> COc1cccc(C2CC(c3cccc(Br)c3)n3nc(N)nc3N2)c1 (centres undefined)
  1, 12, 0, -7, 2, 11, 1, 8
> COc1ccc(CN(C)C(=O)c2ccc(NS(=O)(=O)c3ccc4[nH]c(=O)[nH]c4c3)cc2)c(OC)c1
  1, 4, 2, 0, -1, 0, -2, -3
> Cc1ccc(OCc2cc(C(=O)N(C)CCn3ccnc3C)no2)cc1C
  -12, -13, -11, 5, -2, 5, -7, 12
> Cc1cccc(C)c1OCC(O)CN(Cc1ccccc1O)C1CCCCC1 (centres undefined)
  2, -5, 6, 31, 19, 16, 8, -2
> CSc1ncccc1C(=O)OCC(=O)c1[nH]c(C)c(C(C)=O)c1C
  -4, 5, 7, -7, -5, 9, -6, 12
> CCOc1ccc(-c2nc(N)ncc2-c2ccc(OC)cc2)c(O)c1
  3, 0, -9, 2, 21, 10, 69*, 11
> CCOC(=O)N/N=C\c1ccccc1OC/C=C/c1ccccc1
  -39, -64, 10, -63, 17, 1, -1, 8

Additional records follow.
Compound	697 NFkB inh	Jurkat NFkB inh	SENP8 inh	Gli-Sufu block	Apaf1 inhib	CCR6 antag	EBI2 antag	UBC13 inh
CC(C)(C)NC(=O)COC(=O)CCC(=O)c1ccc(Cl)cc1	12	2	-4	-1	11	-5	-2	4
CCOC(=O)C(C)(C)Oc1cccc2c1S(=O)(=O)c1ccccc1-2	-1	-12	0	-8	-5	6	-4	-4
O=C(CSc1nc2[nH]ncc2c(=O)n1-c1ccccc1)c1ccc2c(c1)OCCO2	20	8	-16	5	19	5	-4	-4
CCOc1cc(NC(=O)c2ccccc2OC)c(OCC)cc1NC(=O)c1ccccc1	-5	10	0	10	-6	-12	21	-1
Cc1cccc2sc(NC(=O)CCNS(=O)(=O)c3cccs3)nc12	-20	4	1	10	19	10	2	4
CN1CCN(C(=O)c2cnn3c2NC(c2ccccc2)CC3C(F)(F)F)CC1 (centres undefined)	-10	-22	2	23	-7	-1	-3	-4
CCN(CC)c1ccc(NC(=O)CCNS(=O)(=O)c2ccc3c(c2)CCC(=O)N3)c(C)c1	-16	14	5	-5	-3	2	-15	-4
O=C(c1ccccc1)N1N=C(c2ccccc2)CC1(O)C(F)(F)F (centres undefined)	7	0	-2	0	9	10	2	-3
CC1CC(C)CN(S(=O)(=O)c2ccc3c(c2)n(C)c(=O)c(=O)n3C)C1 (centres undefined)	2	-2	2	-9	-5	3	-8	-2
O=C(CCNC(=O)c1ccc(Cl)cc1)Nc1ncccc1O	-11	5	2	-16	1	4	1	-17
Cc1ccc(S(=O)(=O)NCc2ccc(C(=O)NCc3cccnc3)cc2)cc1	-40	-16	-3	/	4	/	/	-5
CCN(CC(=O)NCc1ccc(Cl)cc1)S(=O)(=O)c1ccc(NC(C)=O)cc1	-42	-7	-4	7	13	7	-3	-11
CCOC(=O)c1c(S(=O)(=O)NCC(=O)N2CCN(c3ccc(F)cc3)CC2)c(C)n(C)c1C	-2	-3	-9	-4	-5	11	-2	-7
O=S(=O)([N-]c1nc2ccccc2nc1-[n+]1ccccc1)c1ccc(F)cc1	3	3	5	3	-8	8	-4	4
O=C(NCCC1CCCCN1S(=O)(=O)c1ccccc1)C(=O)NCCN1CCOCC1 (centres undefined)	5	-1	-3	-7	5	7	4	-5
Cc1nc(Oc2ccccc2)c2oc3ccccc3c2n1	-41	-7	-8	-1	13	4	6	-12
CC(C)CCn1c(=O)c2sccc2n2c(CCCC(=O)N3CCC(N4CCCCC4)CC3)nnc12	9	-12	1	-1	5	11	-14	4
COc1ccc(CN2CCOCCOCCOCCOCCOCC2)cc1	9	10	2	0	-16	3	9	7
Cc1ccc(C2=NN(C(=O)CCCC(=O)O)C(c3ccco3)C2)cc1 (centres undefined)	-9	-4	-9	-2	5	-6	5	-10
COc1ccc(-c2cc(=O)[nH]c(NCc3ccccc3)n2)cc1	9	-14	4	0	11	-2	22	2
O=C(COC(=O)/C=C/c1ccc(Cl)cc1Cl)Nc1cc(C(F)(F)F)ccc1N1CCOCC1	-5	6	-11	1	-3	-20	3	-7
COc1ccccc1CC(=O)NC1CCCCCC1	9	-1	0	53	-7	4	-9	5
N#C/C(=C\c1ccc(C(=O)O)cc1)c1ccccn1	8	-8	28	-7	-1	12	0	-1
O=C(Nc1c2c(nc3ccccc13)CCCC2)c1ccccc1Cl	-7	-12	-11	3	-10	3	-4	-18
CC(=O)c1sc(N/N=C\c2ccc(Br)cc2)nc1C	-92	-66	-29	-61	19	1	6	-16
COc1ccccc1CCNC(=O)CCCn1nc(C)c2c(C)n(-c3ccc(C)cc3)nc2c1=O	18	26	-6	5	6	16	-5	1
CCCn1c(SCC(=O)NCC)nc2sc3c(c2c1=O)CCC3	-5	3	3	-3	-6	14	0	2
Nc1scn[n+]1Cc1cccc2cccnc12	1	2	-6	-2	-10	6	5	0
CCOC(=O)c1c(C)[nH]c(C)c1C(=O)COC(=O)c1cc2ccccc2cc1OC	11	16	2	-3	13	0	-7	9
COc1cccc([C@@H]2CC=C(C(=O)O)[C@H](c3ccc(Br)cc3)N2S(=O)(=O)c2ccc(C)cc2)c1	14	8	5	-1	15	5	0	-19

Ordered by formula weight (falling): some entries from above.
Compound	697 NFkB inh	Jurkat NFkB inh	SENP8 inh	Gli-Sufu block	Apaf1 inhib	CCR6 antag	EBI2 antag	UBC13 inh
COc1cccc([C@@H]2CC=C(C(=O)O)[C@H](c3ccc(Br)cc3)N2S(=O)(=O)c2ccc(C)cc2)c1	14	8	5	-1	15	5	0	-19
O=C(COC(=O)/C=C/c1ccc(Cl)cc1Cl)Nc1cc(C(F)(F)F)ccc1N1CCOCC1	-5	6	-11	1	-3	-20	3	-7
CC(C)CCn1c(=O)c2sccc2n2c(CCCC(=O)N3CCC(N4CCCCC4)CC3)nnc12	9	-12	1	-1	5	11	-14	4
COc1ccccc1CCNC(=O)CCCn1nc(C)c2c(C)n(-c3ccc(C)cc3)nc2c1=O	18	26	-6	5	6	16	-5	1
O=C(NCCC1CCCCN1S(=O)(=O)c1ccccc1)C(=O)NCCN1CCOCC1 (centres undefined)	5	-1	-3	-7	5	7	4	-5
CCOC(=O)c1c(C)[nH]c(C)c1C(=O)COC(=O)c1cc2ccccc2cc1OC	11	16	2	-3	13	0	-7	9
COc1ccc(CN2CCOCCOCCOCCOCCOCC2)cc1	9	10	2	0	-16	3	9	7
Cc1ccc(C2=NN(C(=O)CCCC(=O)O)C(c3ccco3)C2)cc1 (centres undefined)	-9	-4	-9	-2	5	-6	5	-10
O=C(Nc1c2c(nc3ccccc13)CCCC2)c1ccccc1Cl	-7	-12	-11	3	-10	3	-4	-18
COc1ccc(-c2cc(=O)[nH]c(NCc3ccccc3)n2)cc1	9	-14	4	0	11	-2	22	2
Cc1nc(Oc2ccccc2)c2oc3ccccc3c2n1	-41	-7	-8	-1	13	4	6	-12
COc1ccccc1CC(=O)NC1CCCCCC1	9	-1	0	53	-7	4	-9	5
Nc1scn[n+]1Cc1cccc2cccnc12	1	2	-6	-2	-10	6	5	0
